TNAP act hi DEA: activators of human TNAP at high phosphate acceptor concentration; purified TNAP, CDP-star luminescence, 1 M DEA, 30 min; active compounds read high; 0 = EDTA background, 1 = DMSO-only activity; activation factor at 20 µM; 200,000 tested, under 10 active; AID 1136;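 active means activation factor at least 2 at 20 µM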
Target sequence (P05186 whole entry, looked up): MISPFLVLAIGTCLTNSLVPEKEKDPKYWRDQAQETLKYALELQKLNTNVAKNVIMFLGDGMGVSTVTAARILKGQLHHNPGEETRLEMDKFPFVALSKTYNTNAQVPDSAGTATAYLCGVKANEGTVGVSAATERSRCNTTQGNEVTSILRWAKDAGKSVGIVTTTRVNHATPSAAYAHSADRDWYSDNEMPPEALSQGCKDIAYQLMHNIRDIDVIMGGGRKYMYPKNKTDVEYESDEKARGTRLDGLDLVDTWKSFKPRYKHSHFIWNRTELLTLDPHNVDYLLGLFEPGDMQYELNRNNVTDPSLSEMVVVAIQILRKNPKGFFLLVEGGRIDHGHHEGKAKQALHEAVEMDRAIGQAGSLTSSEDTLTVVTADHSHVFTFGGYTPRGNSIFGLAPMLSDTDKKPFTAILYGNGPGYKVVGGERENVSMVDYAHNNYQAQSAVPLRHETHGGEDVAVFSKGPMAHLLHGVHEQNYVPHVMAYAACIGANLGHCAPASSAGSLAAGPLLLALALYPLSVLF
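Assay system: human TNAP; Input: enzyme diluted 1/800 final; Reagent: CDP-star luminogenic substrate at 100 µM final; Timing: 30 min, room temperature; Signal: luminescence; Evaluation: TNAP activation factor scaled between EDTA and DMSO control wells.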
Diaph inh CS: diaphorase inhibition or chemical oxidation counter-screen; inhibition, % at 20 µM; diaphorase resazurin-to-resorufin fluorescence, NADH, 16 min; bacterial (C. kluyveri) enzyme, not human; 0.69% of 190,000 active; AID 1217;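 active means primary screen inhibition at 20 µM above a set limit, cut at about 50% in these data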;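 further: plate controls were DMSO with full reaction for no effect and wells lacking NADH for full effect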
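System: Diaphorase enzyme from Clostridium kluyveri | Amount: Enzyme working solution with 0.14 U/mL diaphorase | Benchmarks: No-NADH positive control and DMSO neutral control | Signal: Fluorescence of resorufin formed from resazurin, Ex 544/Em 590 nm | Schedule: 16-min room-temperature incubation before reading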
PMI act satM6P: increases human PMI activity with near-saturating mannose 6-phosphate. P34949. 0.34% of 190,000 active. coupled PMI enzyme assay, resazurin fluorescence, 20 min; active compounds read high; 1 = untreated enzyme, 0 = substrate-free blank. activation factor at 20 µM;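 active means activation factor of 2 or more at 20 µM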
Target sequence (P34949 whole entry, looked up): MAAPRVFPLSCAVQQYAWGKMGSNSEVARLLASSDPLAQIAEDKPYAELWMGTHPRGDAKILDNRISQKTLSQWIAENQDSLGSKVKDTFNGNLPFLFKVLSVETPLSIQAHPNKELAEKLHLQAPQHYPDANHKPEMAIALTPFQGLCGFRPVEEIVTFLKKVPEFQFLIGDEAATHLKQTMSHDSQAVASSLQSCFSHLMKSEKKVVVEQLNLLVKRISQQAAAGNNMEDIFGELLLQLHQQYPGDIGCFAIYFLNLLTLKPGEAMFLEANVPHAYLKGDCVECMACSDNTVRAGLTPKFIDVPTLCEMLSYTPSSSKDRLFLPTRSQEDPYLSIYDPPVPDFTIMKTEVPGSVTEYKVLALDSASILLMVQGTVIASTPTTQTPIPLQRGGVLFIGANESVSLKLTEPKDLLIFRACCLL
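assay system = human phosphomannose isomerase with PGI, G6PDH, diaphorase coupling enzymes | quantity = 15 ng/mL PMI | incubation = enzyme reaction with compound 20 min at room temperature | medium = HEPES pH 7.4 buffer with MgCl2 and Tween-20 | compound dosing = one concentration, 20 µM, in 1% DMSO | measured by = Diaphorase-driven resazurin-to-resorufin fluorescence, excitation 544, emission 590 nm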
Diaph act CS: counter-screen for diaphorase-based assays: diaphorase activators and chemical reducers; Diaphorase/resazurin coupled assay, resorufin fluorescence, 16 min; active compounds read high; 1 = vehicle wells, 0 = NADH-free wells; activation factor at 20 µM; 0.005% of 190,000 active; AID 1229;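 active means diaphorase activity raised at least twofold by the compound at 20 µM; inactive means activation factor below 2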
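Material: Clostridium kluyveri diaphorase, purified enzyme; Quantity: enzyme 0.07 U/mL final; Medium: HEPES pH 7.4 buffer with MgCl2 and Tween 20; Dosing: single compound dose of 20 µM, 1% DMSO final; Schedule: 16 min reaction at room temperature; Measured by: red resorufin fluorescence at 544/590 nm excitation/emission.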
Efa HMGR inh: blocks class II HMG-CoA reductase of Enterococcus faecalis; purified E. faecalis HMGR, NADPH absorbance 340 nm kinetic; inhibition, % at 10 µM; 0.41% of 190,000 active; AID 1066;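 active means inhibition above a set limit, the median over all tested compounds plus 3 SD, cut at about 9.5% in these data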;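 further: enzyme runs in reverse so mevalonate oxidation gives rising NADPH absorbance; 0% = complete reaction with DMSO and 100% = background rate lacking mevalonate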
PMI activator: phosphomannose isomerase (human) activation | purified human PMI, coupled resazurin fluorescence, 20 min; active compounds read high; 1 = vehicle control, 0 substrate-free wells | P34949 | activation factor at 20 µM | AID 1214 | 0.005% of 190,000 active;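 active means activation factor of 2 or more at 20 µM, relative to plate controls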
FLuc stim CS: affects firefly luciferase, flagging false hits in luciferase stimulation screens; P08659; ATPlite luciferase biochemical, luminescence, 10 min; 0 = ATP-free wells, 1 = DMSO control; activation factor at 10 µM; 200,000 tested, under 10 active; AID 1027;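 active means luciferase activation factor, scaled between plate controls, of at least 2 with compound at 10 µM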
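test system = cell-free luciferase reagent | medium = PBS as buffer for the ATP substrate | dosing = test compounds dosed from 2 mM stocks in 100% DMSO | incubation = 10 min at ambient temperature | detection = luminescence measurement of luciferase light output | benchmarks = low control with PBS replacing ATP, high control enzyme plus ATP without compound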
TNAP inh no acc: TNAP (human) inhibition, acceptor-free conditions; P05186; purified TNAP, CDP-star luminescence, 30 min; inhibition, % at 20 µM; 0.26% of 200,000 active; AID 1012;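 active means tissue-nonspecific alkaline phosphatase inhibition above about 50% at 20 µM in the single-dose screen, limit read from the data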;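 further: 0% = DMSO negative control and 100% = EDTA positive control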
G6PDH CS: counter-screen for G6PDH assay hits: L. mesenteroides G6PDH inhibition; Purified L. mesenteroides G6PDH, diaphorase/resazurin coupled fluorescence, 45 min; inhibition, % at 5 µM; 0.12% of 200,000 active; in the data active means inhibition above about 50%
TNAP inh hiacc: TNAP (human) inhibition, high acceptor. purified TNAP, CDP-star luminescence, 1 M DEA. P05186. 0.03% of 200,000 active. inhibition, % at 20 µM. AID 1135;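 active means over 50% inhibition of tissue-nonspecific alkaline phosphatase at 20 µM in the single-dose screen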;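 further: plate controls were DMSO wells for no effect and EDTA-quenched wells as full inhibition for full effect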
* marks the source's active call; other numbers are inactive results; . = no result given. Rows are unselected; about 1.7% have a hit in one of these screens.

Second line of a record – TNAP act hi DEA, Diaph inh CS, PMI act satM6P, Diaph act CS, Efa HMGR inh, PMI activator, FLuc stim CS, TNAP inh no acc, G6PDH CS, TNAP inh hiacc
Cc1cccc2cc(/C=N/NC(=O)CN3CCCCC3)c(Cl)nc12
 : 1, 4.2, 0.9, 1, -2.8, 0.9, 1, 0.4, -6.1, 2.1
O=C(Nc1ccc(C(F)(F)F)cc1-c1ccccc1)c1ccccc1
 : 1, -4.1, 1, 1, -0.8, 0.9, 1, -15.6, 13.0, -4.8
CCN1CCN(C(=O)c2sc3nc(C)nc(N4CCC(C)CC4)c3c2C)CC1
 : 1, 2.3, 1, 1, -13.1, 0.9, 1.1, -1.8, -20.4, -2.5
CC(CNC(=O)COc1ccccc1)OC(=O)Nc1ccc(Cl)c(Cl)c1 (configuration not stated)
 : 1, 18.0, 0.9, 0.8, -4.0, 0.8, 1.1, 2.3, -17.9, -2.0
COC(=O)C1=C(C)N(C)C(C)=C(C(=O)OC)C1c1ccc(F)c(Br)c1
 : 1, 27.8, 0.8, 0.7, -14.3, 0.9, 1.1, -7.5, 7.7, -0.8
CC(C)OCc1c(C(=O)OC/C(O)=C(\C#N)c2nc3ccccc3[nH]2)oc2ccccc12
 : 1, 14.4, 0.7, 0.9, 0.1, 0.9, 1, -11.2, 8.6, -2.9
O=C(Nc1cnccn1)c1cccs1
 : 1, -4.8, 1.1, 1, -0.5, 1.1, 1, -9.8, 6.4, -3.0
Cn1c(SCc2cccc(C(F)(F)F)c2)nnc1-c1ccco1
 : 1.1, 9.1, 1, 0.9, 0.7, 1.1, 1, -12.5, 2.9, -9.9
Cc1cccc(N2CCN(C(=O)Cn3cccc3)CC2)c1C
 : 1.1, 11.6, 1, 0.9, -2.2, 0.9, 1, -7.5, 1.8, -7.1
CC(C)c1c(Cl)c(O)c(-c2ccccc2)c(=O)n1-c1ccc(F)cc1
 : 1, -0.5, 1.3, 1, -5.5, 1.1, 1, -4.8, 1.9, 0.3
COc1cccc(C(=O)/C=C/Nc2cc(C)ccc2O)c1
 : 0.8, 24.6, 0.9, 0.8, -5.1, 0.8, 0.4, -69.4, 7.9, 17.5
COc1ccc2c(c1)C(C)=CC(C)(C)N2C(=O)Nc1ccccc1
 : 1, 74.3*, 0.3, 0.3, -6.9, 0.4, 1, -9.7, 17.2, 2.5
COc1ccc(Br)cc1S(=O)(=O)NCCCN1CCOCC1
 : 1, ., ., ., -7.9, ., 1.1, -11.4, 3.4, -0.7
CC(C)[C@H](NC(=O)NCCc1ccccc1)C(=O)O
 : 1, 2.6, 1, 1, -8.5, 1, 1.1, -3.4, -13.0, -1.5
CC(=O)Nc1ccc(S(=O)(=O)NC2(C(F)(F)F)C(=O)NC(C)=C2C#N)cc1 (configuration not stated)
 : 1, -2.0, 1.2, 1, 2.7, 1.1, 1.1, -5.9, 8.6, -2.9
O=C(/C=C/c1ccc(Cl)cc1Cl)N(Cc1ccccc1)C1CCS(=O)(=O)C1 (configuration not stated)
 : 1, 14.7, 1, 0.9, 4.0, 0.9, 1.1, -5.9, 9.6, -4.1
N#CC(C#N)=NNc1ccc(S(=O)(=O)N2CCCC2)cc1
 : 0.9, 15.5, 1.1, 0.8, 1.2, 1.2, 1, -4.5, 5.3, 6.7
CCOC(=O)N1CCC(NC(=O)c2cc(C(=O)Nc3cccc(C(F)(F)F)c3)ccc2CO)CC1
 : 1, 5.1, 1, 0.9, -2.2, 1, 1, -4.8, -5.3, 1.8
COc1ccc(NS(=O)(=O)c2ccc(SC)cc2)c(OC)c1
 : 1, 9.7, 1, 0.9, -2.5, 1, 1, -7.5, 5.2, -0.1
CCOC(=O)Nc1sc2c(c1C(=O)OCC)CCC2
 : 1, 13.9, 0.9, 0.9, -6.4, 0.8, 1, -6.9, 4.1, -3.5

Reformatted with tabs: entries from further up.
mol	TNAP act hi DEA	Diaph inh CS	PMI act satM6P	Diaph act CS	Efa HMGR inh	PMI activator	FLuc stim CS	TNAP inh no acc	G6PDH CS	TNAP inh hiacc
COC(=O)C1=C(C)N(C)C(C)=C(C(=O)OC)C1c1ccc(F)c(Br)c1	1	27.8	0.8	0.7	-14.3	0.9	1.1	-7.5	7.7	-0.8
CCN1CCN(C(=O)c2sc3nc(C)nc(N4CCC(C)CC4)c3c2C)CC1	1	2.3	1	1	-13.1	0.9	1.1	-1.8	-20.4	-2.5
Cc1cccc(N2CCN(C(=O)Cn3cccc3)CC2)c1C	1.1	11.6	1	0.9	-2.2	0.9	1	-7.5	1.8	-7.1
O=C(Nc1ccc(C(F)(F)F)cc1-c1ccccc1)c1ccccc1	1	-4.1	1	1	-0.8	0.9	1	-15.6	13.0	-4.8
Cc1cccc2cc(/C=N/NC(=O)CN3CCCCC3)c(Cl)nc12	1	4.2	0.9	1	-2.8	0.9	1	0.4	-6.1	2.1
COc1ccc(Br)cc1S(=O)(=O)NCCCN1CCOCC1	1	.	.	.	-7.9	.	1.1	-11.4	3.4	-0.7

Later entries.
Second line of a record – TNAP act hi DEA, Diaph inh CS, PMI act satM6P, Diaph act CS, Efa HMGR inh, PMI activator, FLuc stim CS, TNAP inh no acc, G6PDH CS, TNAP inh hiacc
COc1ccc(N2C(=O)CC(Sc3nc4ccccc4s3)C2=O)cc1 (configuration not stated)
 : 1, 15.9, 1, 0.8, 3.2, 1, 1, -13.0, -1.3, -1.2
C=C(C)C(=O)N1CC2(CC(c3cccc(NC(=O)c4ccccc4)c3)=NO2)C[C@@H]1C(N)=O (some centres not stated)
 : 1, 9.9, 1, 0.9, -7.6, 1.1, 1.1, -9.0, -2.5, -0.2
CCCCn1c(-c2csc3c2CCCC3)n[nH]c1=S
 : 1.1, 5.4, 1, 0.9, -0.1, 0.9, 1.1, 22.2, -2.6, -6.8
Cc1cccc(NC(=O)Nc2cc(C)on2)c1
 : 1, 2.2, 0.9, 1, -0.2, 0.9, 0.9, -5.7, 8.6, -1.1
C=CCn1c(SCC(=O)NCc2ccc3c(c2)OCO3)nc2scc(-c3ccccc3)c2c1=O
 : 1, 15.0, 0.8, 0.8, -3.3, 0.8, 1, -5.8, 5.8, -3.0
CCC(C)(C(=O)NC1CCCCC1)N(Cc1ccco1)C(=O)c1ccc2c(c1)OCO2 (configuration not stated)
 : 1, 6.1, 1, 0.9, -5.2, 1, 1, -12.3, -6.8, -1.0
CC(C)(O)C#Cc1ccc(CN2CCN(Cc3ccccc3)C(CCO)C2)s1 (configuration not stated)
 : 1.1, -1.2, 0.9, 1, 3.1, 0.8, 1, -5.1, 8.9, -5.9
Cc1nn(Cc2cccc(Oc3ccccc3)c2)c(C)c1NC(=O)NC12CC3CC(CC(C3)C1)C2
 : 1.5, 27.0, 0.9, 0.7, -0.6, 0.9, 1.1, -24.3, 1.4, -50.2
O=C(CCC(=O)c1cccs1)NCc1ccncc1
 : 1, 11.3, 0.9, 0.9, -1.1, 1, 1, -11.0, 1.6, -4.2
NC(=O)c1ccc(NC(=O)CCc2nc3ccccc3s2)cc1
 : 1, 18.6, 0.8, 0.8, -3.5, 1, 1.1, 3.2, -3.4, 0.9
CCn1c(SCC(=O)c2ccc3c(c2)OCCO3)nnc1-c1ccco1
 : 1, 14.3, 1.1, 0.9, -7.4, 1, 0.6, -6.6, -32.5, -0.8
CCOC(=O)N1CCC(NC(=O)c2cc3c(-c4ccccc4F)nn(C)c3s2)CC1
 : 1, 41.0, 1, 0.6, 1.1, 0.9, 1.1, -18.4, 9.6, -4.7
Cc1nc(N2CCCCC2)sc1C(=O)c1ccc(Cl)c([N+](=O)[O-])c1
 : 1, 17.2, 0.8, 0.8, 4.5, 1.1, 1, -3.1, 3.3, 1.6
COC(=O)c1cc(S(=O)(=O)n2nc(C)c(Br)c2C)c(Cl)cc1Cl
 : 1.1, 9.8, 1.1, 0.9, -0.1, 1, 1.1, -1.2, 3.9, -5.2
CCOC(=O)c1c(NC(C)=O)no[n+]1[O-]
 : 1, 13.7, 1, 0.9, -4.8, 1.1, 1, -2.2, 6.3, 1.7
COc1ccccc1N1CCN(/N=C/c2ccc(O)c(O)c2)CC1
 : 1, 69.5*, 0.6, 0.3, -6.9, 0.3, 0.7, 53.9*, 38.1, 0.6
O=C(NCc1cccs1)Nc1ccc2c(c1)OCO2
 : 1, 9.6, 0.9, 0.9, -0.2, 1, 0.8, -6.8, -7.0, -2.0
O=C(Nc1ccc2c(c1)oc1ccccc12)N1CCOCC1
 : 1, 16.4, 0.9, 0.8, -5.5, 1, 0.7, -8.1, 0.3, -1.5
O=C(N/N=C/c1ccc2c(c1)OCO2)c1ccc(Cn2cc([N+](=O)[O-])cn2)o1
 : 1.1, 15.7, 1, 0.8, -1.3, 1, 0.6, -10.4, 2.2, -5.8
CCCOc1ccccc1C1NC(=O)NC(C)=C1C(=O)OCCOC (configuration not stated)
 : 1, 9.6, 0.9, 0.9, -2.6, 1, 1, -5.3, 2.5, -1.3
Clc1ccc(CON/C=N/c2ncnc3sccc23)cc1
 : 1, 14.0, 1, 0.9, -8.8, 0.9, 1.1, -10.6, -0.6, -4.3
NC1=NC(=O)C2(COC(c3cccc([N+](=O)[O-])c3)OC2)S1 (configuration not stated)
 : 1.1, 0.6, 1.1, 1, -7.8, 1.1, 1.1, -10.6, 2.2, -6.1
CCOc1ccc(Cc2onc3c2C(=O)CCC3)cc1OCC
 : 1, 7.7, 1, 0.9, -5.3, 1, 1, -6.8, 0.4, -3.2
N/C(=N\OC(=O)c1cccs1)c1cccc([N+](=O)[O-])c1
 : 1, -0.8, 1.1, 1, 0.8, 1.2, 0.1, -14.2, -4.3, -3.1
COc1cccc(/C=N/NC(=O)C(C)Sc2ccccc2)c1 (configuration not stated)
 : 1.1, 30.3, 1, 0.7, 0.9, 0.8, 1.1, -10.6, 4.2, -7.5
COC(=O)c1cnn2c1C(=O)N(Cc1cccs1)CC2
 : 1, 2.2, 1, 1, 1.9, 1.1, 1.1, -11.2, 1.6, -2.8

Compound activity: PubChem, several laboratories
